Bioassay records deposited in PubChem by National Center for Advancing Translational Sciences (NCATS).
12-LOX inh: Primary qHTS assay for inhibitors of human arachidonate 12S-lipoxygenase (ALOX12): Round 2; Polyunsaturated fatty acid lipoxygenase ALOX12 (Homo sapiens), P18054; purified 12hLO, xylenol orange hydroperoxide absorbance; Potency, µM (doses to about 108 µM), for the others: at the top dose activity change, negative = inhibition, actives largely listed as inhibitors; 580,000 compounds, 1.1% hits; AID 1671190, 2021; active = well fitted inhibition curve with a large enough effect; inconclusive = small, poorly fitted or top-dose-only effect, or another doubt; inactive = no such curve, though single readings can be large or run the other way
Target sequence (P18054 whole entry, looked up): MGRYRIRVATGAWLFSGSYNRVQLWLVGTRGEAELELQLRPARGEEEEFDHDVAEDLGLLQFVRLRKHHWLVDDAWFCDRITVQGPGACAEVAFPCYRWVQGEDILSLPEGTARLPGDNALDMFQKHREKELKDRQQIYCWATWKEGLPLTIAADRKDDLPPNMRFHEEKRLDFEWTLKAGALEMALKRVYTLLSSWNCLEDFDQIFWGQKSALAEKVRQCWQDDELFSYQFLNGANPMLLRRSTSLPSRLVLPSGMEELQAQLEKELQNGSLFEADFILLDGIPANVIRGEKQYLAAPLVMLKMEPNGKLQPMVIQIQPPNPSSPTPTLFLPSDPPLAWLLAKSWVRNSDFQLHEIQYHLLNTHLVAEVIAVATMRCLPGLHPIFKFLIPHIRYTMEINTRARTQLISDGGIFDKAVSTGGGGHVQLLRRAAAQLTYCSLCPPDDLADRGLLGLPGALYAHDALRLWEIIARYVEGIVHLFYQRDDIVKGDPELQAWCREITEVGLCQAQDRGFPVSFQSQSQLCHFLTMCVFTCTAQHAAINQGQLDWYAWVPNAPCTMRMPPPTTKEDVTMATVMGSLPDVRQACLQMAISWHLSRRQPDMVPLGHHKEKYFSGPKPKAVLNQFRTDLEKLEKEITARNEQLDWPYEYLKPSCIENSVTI
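Purified human 12hLO at 150 nM in 25 mM Hepes, 0.01% Triton X-100, pH 7.0, preincubated 15 min at room temperature with compound. Reaction started with 40 uM arachidonic acid, 30 min at room temperature. Hydroperoxide measured by Fe-xylenol orange, 573/405 nm absorbance ratio.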
* marks the source's active call; other numbers are inactive results; ? = inconclusive; [ ] = remark or other dose. % is scaled to controls: 0 for no effect and ±100 for the full control effect; potency is read from the fitted curve at half-maximal effect. These rows are one share of the data; the hit share may differ from the screen's.

mol	12-LOX inh
Cc1ccc(-c2noc(-c3cn(CC(=O)NCc4cccs4)c4nc(C)ccc4c3=O)n2)cc1	-1.3%
CCCNC(=O)c1ccc(Cl)cc1-n1cnnn1	?
O=C(NCc1ccccc1)C1CCN(C(=O)c2nnn3c2COC(c2ccc(F)cc2)C3)CC1 (stereo not drawn)	32.9%[activator]
COCCNC(=O)C1COC2(CCN(C(=O)c3ccc(Cl)cc3)CC2)N1C(=O)c1ccccc1C (stereo not drawn)	42.5%
O=C1Nc2cc(C(=O)N3CCN(c4ccccc4)CC3)ccc2N2CCCCC12 (stereo not drawn)	51.2%
COc1cccc([S+](=O)([O-])N2CCn3c(nnc3-c3ccc(Cl)cc3)C2)c1	0.3%[6.33 µM]
CC(C)c1cc(C(=O)N2CCN(C(=O)c3ccccc3)CC2)c2ccccc2n1	-12.1%
COc1cccc(CNC(=O)[C@H]2CCCN2C(=O)[C@H]2CCCN2C(=O)c2cccs2)c1	1.9%
CN1CCN(c2nc3ccccc3nc2C(=O)Nc2ccccc2)CC1	18.5%
CC(=O)Nc1cccc(-c2ncc3c(n2)OCCN(Cc2ccc(F)cc2F)C3=O)c1	-8.0%[176 µM]

Continuation.
mol	12-LOX inh
O=C(c1ccncc1)N1CCCC(n2cc(-c3nc(-c4ccccc4)no3)nn2)C1 (stereo not drawn)	5.5%
CC(=O)c1ccc(N2CCN(CCS(=O)(=O)c3ccccc3)CC2)cc1	4.2%
O=C(NCc1ccc(N2CCOCC2)cc1)c1cc[nH]c1C1CCCNC1 (stereo not drawn)	35.6%[activator]
CN1C[C@@H](NS(=O)(=O)c2ccccc2)C[C@H]1c1nc(Cc2ccccc2)no1	37.0%[activator][176 µM]
COc1ccc2c(c1)CN(C(=O)c1cccc(C#N)c1)CC[C@H]1COC(=O)N21	31.4%[176 µM]
CO[C@H]1C(=O)N(C(C)C)[C@H]1C1CCN(C(=O)Cc2ccncc2)CC1	-9.5%
Cc1cn2nnc(C(=O)NC3CCCCCC3)c2c(=O)[nH]1	23.2%
Cc1ccc(Cl)cc1Nc1cc(Cl)c2nonc2c1[N+](=O)[O-]	?
CCOC(=O)Cc1cc(=O)n2[nH]c(NCc3ccccc3Cl)nc2n1	55.9%[activator]
CNC(=O)[C@@H](c1ccccc1)N1CCC[C@H]1C(=O)NCCc1c[nH]c2ccccc12	12.5%[176 µM]

Next structures:
mol	12-LOX inh
CC/C=C\CCCCCCCCCCOC(C)=O	0.5%[176 µM]
O=C(NCC(c1ccco1)S(=O)(=O)c1ccccc1)c1ccc2c(c1)OCO2 (stereo not drawn)	?
CC(Sc1c(Cl)cccc1Cl)C(=O)NCCC1=CCCCC1 (stereo not drawn)	?
COC(=O)c1ccc(-c2cccc3c2OC(CNC(=O)/C=C/c2ccc(OC)c(OC)c2)C3)nc1 (stereo not drawn)	-17.1%
O=C(NCC1COCCO1)c1ccc(CN2CCC(N3CCCC3)CC2)[nH]c1=O (stereo not drawn)	8.6%
CCOC(=O)C1CCN([C@H]2CS(=O)(=O)C[C@@H]2S(=O)(=O)c2ccccc2)CC1	14.5%
OCCc1ccc(Nc2cnc3ccc(-c4cccc(CO)c4)nn23)cc1	-1.7%[176 µM]
COc1cncc(NC(=O)C2=NO[C@@H]3CN(Cc4ccc(O)c(Cl)c4)C[C@H]23)c1	-2.5%[176 µM]
CCCCN(C(=O)c1ccc2c(=O)n3c(nc2c1)CCCCCC3)c1ccccc1	-20.9%
CC(C)NC(=O)C1(C)CN(S(C)(=O)=O)CC(=O)N1CCCN1CCOCC1 (stereo not drawn)	9.3%

Further structures follow.
mol	12-LOX inh
Cc1ccc(N2CC(c3noc(-c4ccncc4)n3)CC2=O)cc1 (stereo not drawn)	26.5%
COc1cncc(N2CC3(COCC(=O)N(Cc4ccccc4)C3)C2)c1	13.1%[176 µM]
CCOC(=O)c1cnc2ccccc2c1Nc1cccc([N+](=O)[O-])c1	21.3%
CC(C)NC(=O)CN1CCN(C(=O)c2cc3cc(Br)ccc3[nH]2)CC1	?
O=C(COc1ccccc1Cl)Nc1cccc(-c2nnc(-c3ccco3)o2)c1	?
Cc1cc(CN2CCOc3c(O)cc(-c4ccccc4C)cc3C2)on1	5.9%
COCCCNC(=O)C[C@@H]1C[C@@]2(C(=O)OC)CC(C)(C)CC=C2N(Cc2ccccc2)C1=O	-10.6%
Cc1noc([C@@H]2CN(C(=O)CCc3nc4ccccc4[nH]3)C[C@H]2C(N)=O)n1	-3.4%
CCOC(=O)C1=CN(CC(=O)Nc2cccc(Cl)c2C)S(=O)(=O)N=C1C	9.6%
CCC(=O)Nc1nc(C)c(-c2csc(Nc3ccccc3OC)n2)s1	?

Continued:
mol	12-LOX inh
Cc1cnc(C2CCC2)n1CCN	19.0%
O=C(c1ccccn1)N1CCC2(CNS(=O)(=O)c3cnccc3O2)C1 (stereo not drawn)	-1.3%[6.33 µM]
CCC1CN(C(=O)c2cccc3c2OCC3)CCC(=O)N1Cc1ccccc1 (stereo not drawn)	16.6%
COc1ccccc1-c1c(C(F)(F)F)oc2cc(OC(=O)C3CC3)ccc2c1=O	-14.6%
COc1cc(CCC(=O)OCC(=O)c2ccc(Cl)cc2)cc(OC)c1OC	13.9%
COc1cccc(-c2nc3c([nH]2)CN(C(=O)CCn2cnnn2)CC3)c1	10.5%
CCN(CC(=O)NC(C)(C)C)C(=O)c1cccc(C#N)c1	-9.8%
O=C(Nc1ccc(F)c(F)c1F)c1n[nH]c(=O)c2ccccc12	-9.7%
CN(CCNc1nc(CCN)nc2ccccc12)S(C)(=O)=O	12.2%
COCCN1C(=O)c2cccn2CC1CNC(=O)Cc1ccccc1F (stereo not drawn)	43.3%

Additional entries
SMILES,12-LOX inh
CCOC(=O)c1c(CN2CCC(C(=O)NCC(F)(F)F)CC2)nc2ccccc2c1C,8.8%
Cc1ccc(-c2nc3ccccc3o2)cc1NC(=O)c1ccc([N+](=O)[O-])o1,-7.3%
CCC1c2ccsc2CCN1C(=O)/C=C/c1ccccc1C (stereo not drawn),?
O=C(Nc1ccccc1F)N1CCCC(Cn2c(C3CC3)nc3cccnc32)C1 (stereo not drawn),-2.6%
N#Cc1ccc(Oc2nc(-c3ccccc3O)nc3ccccc23)cc1,16.5%
CN(CCOc1ccc(F)cc1)c1nc(-c2cccnc2)nc2ccccc12,?
CCOC(=O)C1CCC(CNC(=O)N2CCCC2c2ccccc2C)CC1 (stereo not drawn),-30.9%
O=C(NC1CC1)c1nc(-c2cccnc2)c2ccccn12,6.1%[12.5 µM]
CCN(CC)Cc1cnc2c(C(=O)NCCc3c[nH]c4ccccc34)cnn2c1,82.2%[activator]
COc1ccc(CNc2nc(-c3ccco3)nn2S(=O)(=O)c2ccc(C)cc2)cc1OC,-20.8%
Cc1ccc(S(=O)(=O)Nc2nc3ccccc3nc2Nc2ccc3nsnc3c2)cc1,-3.7%[22.9 µM]
C[S+](=O)([O-])c1ccc(-c2cnc3n[nH]c(-c4ccc5c(c4)OCO5)c3n2)cc1,?
COc1cccc(Nc2nc(-c3ccc(CNC(C)=O)s3)cs2)c1,15.8µM*
Cn1nc(C(=O)N2CC[C@@](C)(O)[C@@H](O)C2)cc1-c1cccs1,14.2%
Cc1ccc(NC(=O)N2CCc3c(C(=O)NCc4ccco4)cccc32)cc1,12.2%

Seven structures already listed, sorted by molecular weight, high to low.
SMILES,12-LOX inh
COc1ccc(CNc2nc(-c3ccco3)nn2S(=O)(=O)c2ccc(C)cc2)cc1OC,-20.8%
O=C(Nc1ccccc1F)N1CCCC(Cn2c(C3CC3)nc3cccnc32)C1 (stereo not drawn),-2.6%
Cc1ccc(NC(=O)N2CCc3c(C(=O)NCc4ccco4)cccc32)cc1,12.2%
CN(CCOc1ccc(F)cc1)c1nc(-c2cccnc2)nc2ccccc12,?
COc1cccc(Nc2nc(-c3ccc(CNC(C)=O)s3)cs2)c1,15.8µM*
N#Cc1ccc(Oc2nc(-c3ccccc3O)nc3ccccc23)cc1,16.5%
Cn1nc(C(=O)N2CC[C@@](C)(O)[C@@H](O)C2)cc1-c1cccs1,14.2%

Carrying on:
SMILES,12-LOX inh
O=C(O)c1ccc(-c2cc(C(F)(F)F)ccc2Cl)cc1,4.5%[12.5 µM]
CC1=C(C(=O)Nc2ccccc2)C(c2ccc(F)cc2)N=C(Nc2nc3ccccc3o2)N1 (stereo not drawn),-2.2%
Cn1ncc(N2CCC(C(=O)NC3CCCC3)C2)cc1=O (stereo not drawn),?
COc1cccc(S(=O)(=O)N2CCCCC2c2n[nH]c(C)n2)c1 (stereo not drawn),31.5%[activator]
CC(C)CS(=O)(=O)N[C@H](C)c1onc(-c2cccnc2)c1C(=O)O,?
COc1ccc(C(=O)N2CCCC(n3cc(-c4noc(C)n4)nn3)C2)cc1 (stereo not drawn),17.7%
COc1cccc(CCn2ccnc2-c2cc3n(n2)CCCNC3)c1OC,?
CCOC(=O)N1CCC(Oc2cnc3c(ccn3-c3cncnc3)c2)CC1,?
CN(Cc1cccc(F)c1)C(=O)Cn1nnn(-c2cccs2)c1=O,-4.6%
O=C(NC1CC1)C1CCN(C(=O)c2ncn3c2COC(c2ccc(Cl)cc2)C3)CC1 (stereo not drawn),-10.1%
CCc1nccc(CN2CCCC(CC3CC3)(C(=O)O)C2)n1 (stereo not drawn),?
Cc1ccc(F)cc1NC(=O)c1nn(CC(C)C)c(=O)c2ccccc12,-29.7%
O=C(CCc1c[nH]c2ccccc12)N1CC2CC(C1)[C@H]1CCCC(=O)N1C2 (stereo partly drawn),-9.0%
CC(C)c1ccc(NC(=O)N2CCN(C)C3(CCC(=O)N(C)CC3)C2)cc1 (stereo not drawn),32.4%[activator]
O=c1[nH]c(C2CCCN(Cc3ccsc3)C2)nn1-c1ccccc1 (stereo not drawn),35.4%[176 µM]

Further compounds.
SMILES,12-LOX inh
CC1C(=O)Nc2ccc(-c3csc(NC4CCCC4)n3)cc21 (stereo not drawn),15.8µM*
COc1cc(Br)c2cc(C(=O)O)[nH]c2c1OC,-11.0%
O=C(NCc1ccc(S(=O)(=O)N2CCOCC2)cc1)c1cc(Br)ccc1O,-2.6%
O[C@@H]1C[C@@H](c2nc(Cc3ccccc3)no2)N(CCCc2ccccc2)C1,-4.9%[176 µM]
CN(CC(=O)NC1CC1)C(=O)Cc1cccc(C(F)(F)F)c1,21.9%
COc1cc(CNC(=O)CCc2ccncc2)ccc1OC1CCCC1,41.3%[activator]
Cc1ccc(Nc2nc(NCCO)nc3c2cnn3C)c(C)c1,2.8%
CN(Cc1csc(-c2ccccc2)n1)C(=O)CN1CCOC1=O,-4.9%
COC(=O)C1CN(Cc2ccc(F)cc2)CCS(=O)(=O)N1Cc1ccccc1 (stereo not drawn),29.1%
COc1ccc(-c2nc3c(C(C)(C)C)cc(C(C)(C)C)c(O)c3o2)cc1,28.8%
O=C1NCCOCCN(C(=O)c2ccncc2)[C@H]2CCC[C@@H]12,29.7%
Cc1ccc(NC(=O)N2CCC(CCNC(=O)c3cccc(F)c3)CC2)cc1,34.8%[activator]
Cc1noc([C@@H]2CC(F)(F)CN2C(=O)c2ccoc2C)n1,17.8%
COc1ccc(-c2nc(C)c(CCNC(=O)C(=O)Nc3ccc(C)c(F)c3)s2)cc1OC,?
O=C(c1ccc2c(c1)OCO2)N1CCC2(CC1)N(c1ccccc1)C(=O)CS2(=O)=O,32.5%

Brought forward from above: 3 compounds; new compounds follow.
SMILES,12-LOX inh
Cc1noc([C@@H]2CC(F)(F)CN2C(=O)c2ccoc2C)n1,17.8%
COc1ccc(-c2nc(C)c(CCNC(=O)C(=O)Nc3ccc(C)c(F)c3)s2)cc1OC,?
O=C(c1ccc2c(c1)OCO2)N1CCC2(CC1)N(c1ccccc1)C(=O)CS2(=O)=O,32.5%
Cc1ccc(NC(=O)c2nn(C)c(=O)c3ccccc23)cc1Cl,7.8%
O=C(c1ccccc1-c1ncc[nH]1)N1CC[C@@H](c2ccc3c(c2)OCO3)[C@H](O)C1,26.4%
COCCNC(=O)[C@H]1C[C@H](Oc2ccccc2)CN1C(=O)c1cccc(F)c1,30.2%
O=C(Nc1ccc2oc(-c3cccnc3)nc2c1)c1cccc(I)c1,0.9%
CC1=C[C@]23OC(C)(C)C[C@@]2(C)C[C@H](C)C3=CC1=O,-20.5%
CCOC(=O)COc1nc(-c2ccco2)c2c(c1C#N)CCC2,-17.6%
COc1ccccc1CN1CC[C@@]2(CCCN(S(C)(=O)=O)C2)C1,-1.0%[57.4 µM]
CCOC(=O)c1cc(NCc2ccccc2)ccc1N1CCOCC1,9.7%
CC(C)c1ccc(CC(=O)N2CCCc3ncc(C(=O)NCC4CCCO4)cc32)cc1 (stereo not drawn),59.9%[activator][176 µM]
COc1cccc(CN2CCC3(CC2)OCCN(C)C3=O)c1,10.0%[176 µM]
O=C(c1ccoc1)N1CCC2(CC1)CN(Cc1ccccc1)CC2CO (stereo not drawn),26.7%
CCN(CC1CCCO1)C(=O)/C=C/c1ccc(C#N)cc1 (stereo not drawn),-5.2%
COc1ccc2[nH]cc(C(C(=O)O)N3CCN(C(=O)OC(C)(C)C)CC3)c2c1 (stereo not drawn),-2.7%
O=C1CCC[C@H]2[C@@H](Cc3ccccc3)[C@H](NCc3ccccc3)CC[C@]23CCCN13,-7.9%
Cn1c(=O)c2c(nc(CN3CCN(c4ccc(F)cc4)CC3)n2Cc2ccc(F)cc2)n(C)c1=O,?

Continued:
SMILES,12-LOX inh
CS(=O)(=O)c1nc2ccccc2[nH]1,?
Fc1ccc2nc([C@H]3CCN(Cc4ccc(F)c(F)c4)C3)[nH]c2c1,38.2%[activator][176 µM]
O=C(Nc1ncn(Cc2cccc(F)c2)n1)c1cc(S(=O)(=O)N2CCCC2)c(Cl)cc1Cl,9.2%
Clc1ccc2c(N/N=C/c3cccs3)ccnc2c1,?
